Hsp70 inhibitors – small molecules displacing fluorescent ligand from Hsp70 – biochemical, fluorescence polarization, primary screen (AID 583) | Hsp70 fluorescence polarization probe displacement, mP; higher % means a stronger effect | displacement, % at 20 µM, or IC50 in µM where a hit was titrated | 140,000 compounds, 0.06% hits; in the data active = displacement above about 50%;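 note: plate controls were vehicle for no effect and reference ligand for full effect; a part of the inactive calls stands beside numbers as strong as those of hits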
Rat MKP-3 inhibitors – inhibition of rat DUSP6 enzyme activity – biochemical, in vitro, primary screen (AID 425). recombinant MKP-3 phosphatase activity, fluorescence; higher % means a stronger effect. inhibition, % at 20 µM; hits with a dose series show IC50 in µM. 110,000 compounds, 0.17% hits; in the data active = inhibition above about 50%;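 note: plate controls were vehicle for no effect and reference inhibitor for full effect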
* = called active by the depositor; / = no result given; & = joins results of further samples. An excerpt; count on the stated rates, not on these rows.

SMILES	Hsp70 inhibitors	Rat MKP-3 inhibitors
CCOc1cc(/C=C2/C(=O)NN(c3ccc(Br)cc3)C2=O)ccc1O	1.2%	7%
CC(=O)c1c(C)[nH]c(C(=O)NCCC2=CCCCC2)c1C	-4.4%	-6%
CCN1CCN(c2cc(=O)n(-c3cc(Cl)ccc3C)c(=O)[nH]2)CC1	3.2%	12%
CN1C(=O)CSc2ccc(NC(=O)NCc3ccco3)cc21	/	3%
Cc1cc(C)n(CC(=O)NCc2cc(-c3nn(C)c(=O)c4ccccc34)ccc2C)n1	5.6%	-2%
O=C(c1ccccc1)c1c[nH]c2cc3c(cc2c1=O)OCCO3	0.4%	8%
CN1CCN(c2ncnc3c2sc2nc(N4CCCC4)c4c(c23)CC(C)(C)OC4)CC1	0.2%	-2%
COc1ccc(CCNc2cc(N3CCN(C(=O)c4ccc(Br)cc4)CC3)ccc2[N+](=O)[O-])cc1OC	2.1%	2%
Cc1cccc(C)c1NC1=NC(C)(C)N=C(N)N1	-1.9%	-2%
Clc1ccc(OCCSc2ncnc3nc[nH]c23)cc1	0.9%	1%
CCOC(=O)N1CCN(C(=O)c2cc(-n3cnnc3)ccc2Cl)CC1	-2.1%	-12%
COc1ccccc1C1NC(=O)NC(C)=C1C(=O)Nc1cccc(C)c1C (centres undefined)	/	-5%
COc1ccc(NC(=O)C(=O)NCc2ccco2)cc1OC	3.7%	2%
CCOC(=O)c1ccc(NC(=O)CCc2nc(-c3ccc(Cl)cc3)no2)cc1	-1.7%	-2%
O=C(Nc1ccccc1OC(F)(F)C(F)C(F)(F)F)C(c1ccccc1)c1ccccc1 (centres undefined)	-2.2%	4%
CCOC(=O)C(=CNc1ccc(Br)cc1)C(=O)OCC	1.5%	-2%
Cc1cc(C)n(C(=O)CCCCCC(=O)n2nc(C)cc2C)n1	5.3%	8%
N#Cc1c(-c2ccc(Cl)cc2)cc(-c2ccccc2)[nH]c1=O	2.5%	4%
O=C(NCCO)C(=O)Nc1cccc(C(F)(F)F)c1	-5.4%	-1%
COc1ccccc1N1CCN(C(=O)CN(c2ccccc2OC)S(=O)(=O)c2ccccc2)CC1	-9.2%	4%
COc1ccc(C)cc1NC(=O)c1cnc2scc(C)n2c1=O	1.7%	-6%
COc1ccc(CCNC(=O)/C(=C/c2ccc(Cl)cc2)NC(=O)c2ccc(C)cc2)cc1OC	0.7%	1%
O=C1N=C(N2CCOCC2)S/C1=C\c1ccc2c(c1)OCO2	-0.2%	-2%
CCCCCn1c(CCCNC(=O)CC)nc2ccccc21	7.2%	-3%
CC(C)c1ccc(OCC(=O)NC(=S)Nc2ccc3c4c(cccc24)CC3)cc1	-3.3%	/
CCN1CCCC1CN(Cc1cc2c(C)cc(C)cc2[nH]c1=O)C(=O)NC1CCCCC1 (centres undefined)	-0.3%	-7%
O=C(c1cc2nc(-c3ccco3)cc(C(F)(F)F)n2n1)N1CCN(c2ccc(F)cc2)CC1	-1.4%	2%
O=C(Nc1ccccc1C(=O)N1CCNCC1)c1ccco1	2.8%	/
CCCCn1c(SCC(N)=O)nnc1-c1cc(OC)c(OC)c(OC)c1	-2.5%	-13%
CCOC(=O)c1ccccc1NS(=O)(=O)c1ccccc1F	-0.9%	-8%
CCn1c(SCC(=O)Nc2nc(C)c(C)s2)nnc1-c1ccco1	4.7%	-4%
CC1S/C(=N/N=C/c2ccc(Cl)cc2)NC1=O (centres undefined)	-3.0%	0%
N#Cc1ccccc1OCCN1C(=O)c2ccccc2C1=O	4.8%	-11%
CCOC(=O)c1cccc(N2C(=O)c3ccccc3S2(=O)=O)c1	3.2%	-3%
CCc1ccc(CNC(=O)C2CCCN(c3nc4ccccc4o3)C2)cc1 (centres undefined)	-3.3%	/
CCOC(=O)C1=C(N)OC2=C(C(=O)CC(C)(C)C2)C1c1ccccc1OCC#N (centres undefined)	7.5%	-19%
O=C(CCN1C(=O)c2ccccc2C1=O)Nc1ccc(S(=O)(=O)NC2=NCCCCC2)cc1	5.5%	-12%
Cc1cccc(C(=O)Nc2sc3c(c2C(=O)N2CCOCC2)CCCC3)c1	5.5%	2%
O=C1c2ccccc2/C(=N/Nc2ccc([N+](=O)[O-])cc2)C1c1cc(Br)ccc1[N+](=O)[O-] (centres undefined)	5.7%	1%
N#Cc1c(-c2cccs2)cc(-c2ccccn2)nc1N	5.9%	3%
COc1ccc(-c2cc(-c3cc(Cl)ccc3O)[nH]n2)cc1	0.4%	-1%
CCc1cc(=O)oc2cc(C)cc(O)c12	-4.1%&1.2%	6%&4%
CC(=O)c1cc2c(cc1NC(=O)c1cnc(C)cn1)OCO2	-1.0%	-15%
NC(=O)C1CCN(C2CC(=O)N(c3ccc(F)c(Cl)c3)C2=O)CC1 (centres undefined)	4.5%	/
Cc1cc(NCCCn2ccnc2)n2nc(C)c(-c3ccccc3)c2n1	4.4%	/
COc1ccc(NC(=O)NC(C)c2ccncc2)cc1OC (centres undefined)	0.6%	-7%
O=C(O)c1ccc(-c2ccc(-c3nc4sc5c(c4c(=O)[nH]3)CCCC5)o2)cc1	3.9%	4%
CSC1=C(C#N)C(CC(C)C)C2=C(CCCC2=O)N1 (centres undefined)	4.4%	-4%
Cc1ccccc1OCCOc1ccc(Cl)cc1/C=N/n1cnnc1	6.4%	1%
CCOC(=O)C1=C(O)C(=O)N(c2ccc(S(N)(=O)=O)cc2)C1c1ccccc1 (centres undefined)	-2.4%	-6%

Arranged by molar mass (descending): some entries from above.
SMILES	Hsp70 inhibitors	Rat MKP-3 inhibitors
O=C1c2ccccc2/C(=N/Nc2ccc([N+](=O)[O-])cc2)C1c1cc(Br)ccc1[N+](=O)[O-] (centres undefined)	5.7%	1%
O=C(CCN1C(=O)c2ccccc2C1=O)Nc1ccc(S(=O)(=O)NC2=NCCCCC2)cc1	5.5%	-12%
O=C(c1cc2nc(-c3ccco3)cc(C(F)(F)F)n2n1)N1CCN(c2ccc(F)cc2)CC1	-1.4%	2%
CCN1CCCC1CN(Cc1cc2c(C)cc(C)cc2[nH]c1=O)C(=O)NC1CCCCC1 (centres undefined)	-0.3%	-7%
CC(C)c1ccc(OCC(=O)NC(=S)Nc2ccc3c4c(cccc24)CC3)cc1	-3.3%	/
CCOC(=O)C1=C(O)C(=O)N(c2ccc(S(N)(=O)=O)cc2)C1c1ccccc1 (centres undefined)	-2.4%	-6%
CCOC(=O)C1=C(N)OC2=C(C(=O)CC(C)(C)C2)C1c1ccccc1OCC#N (centres undefined)	7.5%	-19%
O=C(O)c1ccc(-c2ccc(-c3nc4sc5c(c4c(=O)[nH]3)CCCC5)o2)cc1	3.9%	4%
Cc1cccc(C(=O)Nc2sc3c(c2C(=O)N2CCOCC2)CCCC3)c1	5.5%	2%
CCCCn1c(SCC(N)=O)nnc1-c1cc(OC)c(OC)c(OC)c1	-2.5%	-13%
CCc1ccc(CNC(=O)C2CCCN(c3nc4ccccc4o3)C2)cc1 (centres undefined)	-3.3%	/
Cc1ccccc1OCCOc1ccc(Cl)cc1/C=N/n1cnnc1	6.4%	1%
NC(=O)C1CCN(C2CC(=O)N(c3ccc(F)c(Cl)c3)C2=O)CC1 (centres undefined)	4.5%	/
Cc1cc(NCCCn2ccnc2)n2nc(C)c(-c3ccccc3)c2n1	4.4%	/
CCOC(=O)c1cccc(N2C(=O)c3ccccc3S2(=O)=O)c1	3.2%	-3%
CCOC(=O)c1ccccc1NS(=O)(=O)c1ccccc1F	-0.9%	-8%
COc1ccc(NC(=O)NC(C)c2ccncc2)cc1OC (centres undefined)	0.6%	-7%
O=C(Nc1ccccc1C(=O)N1CCNCC1)c1ccco1	2.8%	/
N#Cc1ccccc1OCCN1C(=O)c2ccccc2C1=O	4.8%	-11%
N#Cc1c(-c2cccs2)cc(-c2ccccn2)nc1N	5.9%	3%
CSC1=C(C#N)C(CC(C)C)C2=C(CCCC2=O)N1 (centres undefined)	4.4%	-4%
CC1S/C(=N/N=C/c2ccc(Cl)cc2)NC1=O (centres undefined)	-3.0%	0%
CCc1cc(=O)oc2cc(C)cc(O)c12	-4.1%&1.2%	6%&4%

(next part)
SMILES	Hsp70 inhibitors	Rat MKP-3 inhibitors
COc1ccc(CCNC(=O)CSc2ncnc3c2oc2ccccc23)cc1OC	-2.1%	0%
CC1CN(C(=O)CCN2C(=O)c3ccccc3C2=O)CC(C)O1 (centres undefined)	8.4%&-0.3%	-1%
Cc1ccnc(NS(=O)(=O)c2ccccc2)c1	-2.6%	4%
COc1cc(C(=S)N2CCOCC2)ccc1OC(=O)c1ccc([N+](=O)[O-])cc1	1.8%	1%
O=C(Nc1nc2ccc(Br)cc2s1)c1ccc(S(=O)(=O)N2CCCCC2)cc1	-2.0%	5%
COCCN1C(=O)c2ccccc2C(C(=O)NCCN(C)C)C1c1ccc(F)cc1 (centres undefined)	-1.0%	2%
N/C(=N\OC(=O)Cc1ccccc1)c1ccccn1	2.8%	/
O=C(Nc1nnc(-c2ccccc2)s1)c1cccc(S(=O)(=O)N2CCOCC2)c1	-4.1%	/
Cc1ccc(OCC(=O)Nc2ccccc2O)cc1	2.6%	-4%
COC(=O)c1ccc(CSc2nc3ccccc3s2)o1	2.0%	-2%
COC(=O)c1ccc(NC(=O)COc2ccccc2OC)cc1	-2.8%	-12%
COc1ccc(N2C(=O)/C(=C/c3cc(C)n(-c4ccc([N+](=O)[O-])cc4)c3C)C(=O)NC2=S)cc1	3.5%	4%
Cn1c(NCc2ccccc2)nc2c1c(=O)n(Cc1ccccc1)c(=O)n2C	-3.8%	-3%
Cc1nc(S(=O)(=O)c2ccc(Cl)cc2)c(NCc2ccccc2)o1	0.8%	4%
COc1ccc(NS(=O)(=O)c2ccc(OCC(=O)N3CCOCC3)cc2)cc1	-0.5%	/
CCCOc1ccc(/C=C2\SC(=O)N(Cc3ccccc3)C2=O)cc1OC	1.2%	2%
Cn1c(=O)c2c(SCC(=O)N3CCCc4ccccc43)nc(CC(C)(C)C)nc2n(C)c1=O	4.2%	4%
O=C(Nc1cccc(C(F)(F)F)c1)NC1CCN(S(=O)(=O)c2ccc(F)cc2)CC1	-4.2%	/
COc1cc(NC(=O)c2ccccc2C)c(Cl)cc1NC(=O)c1ccccc1	-1.4%	2%

Screens (PubChem BioAssay)
